OXTR potentiator – human OXTR potentiators, primary screen, fluorescence, CHO-OTR cells, Fluo-8 calcium | Oxytocin receptor (Homo sapiens), P30559 | Fluo-8 calcium fluorescence, potentiator mode; 0% = oxytocin EC15, 100% = EC100 | activation, % at 3 µM | 320,000 tested, 0.061% active | AID 2445, 2010;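 active = activation above that plate's cutoff, the mean activation of tested compounds plus 3 SD, cut at about 6.6% in these data, passing the limit was not always enough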;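 also: 100% uses oxytocin at 75 nM as the full agonist control; some results filed as inactive read as strong as hits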
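System: human OTR in CHO cells / Also added: sub-maximal oxytocin, roughly EC15 / Control set: EC15 oxytocin low, 75 nM oxytocin high / Schedule: 6 min compound pre-incubation at room temperature, 100 s kinetic read / Compound: single-point 3.0 µM / Replication: singlicate / Technique: Fluo-8 calcium dye fluorescence / Read-out basis: % activation of max/min ratio relative to oxytocin controls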
CHRM1 agonist – human M1 muscarinic receptor agonists, primary screen, Fluo-8 calcium fluorescence, CHO-K1 cells, HTS | 360,000 tested, 0.33% active | activation, % at 3 µM | Muscarinic acetylcholine receptor M1 (Homo sapiens), P11229 | CHO-K1 hM1, agonist mode; 0% DMSO, 100% acetylcholine EC100;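 active = activation above the run's mean compound activation plus 3 SD, cut at about 16% in these data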;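 also: peak over basal fluorescence ratio within a 140 s kinetic read after compound addition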
Target sequence (P11229 whole entry, looked up): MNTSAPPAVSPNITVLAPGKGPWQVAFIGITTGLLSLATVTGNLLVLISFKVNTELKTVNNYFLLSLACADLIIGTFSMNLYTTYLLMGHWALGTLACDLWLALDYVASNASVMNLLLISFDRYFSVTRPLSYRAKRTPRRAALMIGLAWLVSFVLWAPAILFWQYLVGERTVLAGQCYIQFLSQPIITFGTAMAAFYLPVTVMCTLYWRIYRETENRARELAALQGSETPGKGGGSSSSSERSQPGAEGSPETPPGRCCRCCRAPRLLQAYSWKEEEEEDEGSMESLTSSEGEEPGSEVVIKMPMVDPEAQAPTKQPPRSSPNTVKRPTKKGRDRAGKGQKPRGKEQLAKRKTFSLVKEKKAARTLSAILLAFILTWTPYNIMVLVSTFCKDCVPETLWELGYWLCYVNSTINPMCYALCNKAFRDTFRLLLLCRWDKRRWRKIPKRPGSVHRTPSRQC
CHO parental Ca – ATP-evoked calcium signal inhibitors, parental CHO, primary screen, counter-screen for OX1R antagonist project, cell-based, fluorescence, Fluo-8 calcium dye; parental CHO-K1, ATP-induced calcium, Fluo-8 fluorescence; inhibition, % at 5.6 µM; 330,000 tested, 0.63% active;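 active = inhibition above that plate's mean sample inhibition plus 3 SD, cut at about 26% in these data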;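 also: 0% = ATP-challenged DMSO wells and 100% = DMSO wells without ATP; some compounds past the cut are filed as inactive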
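Material: parental CHO cells / Compound: single nominal dose of 5.6 µM per compound / Signal: Fluo-8 fluorescence / Replicates: singlicate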
M1 PAM – human M1 muscarinic receptor positive allosteric modulators, primary screen, CHO-K1 cells, Fluo-8 calcium fluorescence, 1536-well; 360,000 tested, 0.088% active; AID 588819, 2011; CHO-K1 hM1, ACh EC20; 0% = ACh EC20, 100% = maximal ACh; activation, % at 3 µM; Muscarinic acetylcholine receptor M1 (Homo sapiens), P11229; in the data active = activation above about 19%, passing the limit was not always enough
TAAR1 agonist – human TAAR1 agonists, primary screen, Fluo-8 calcium fluorescence, CHO RD-HGA16 cells. vehicle wells 0%, saturating PEA agonist 100%. activation, % at 3 µM. 360,000 tested, 0.99% active;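 active = activation above the mean activation of all test compounds in the run plus 3 SD, cut at about 38% in these data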
Target sequence (Q96RJ0 whole entry, looked up): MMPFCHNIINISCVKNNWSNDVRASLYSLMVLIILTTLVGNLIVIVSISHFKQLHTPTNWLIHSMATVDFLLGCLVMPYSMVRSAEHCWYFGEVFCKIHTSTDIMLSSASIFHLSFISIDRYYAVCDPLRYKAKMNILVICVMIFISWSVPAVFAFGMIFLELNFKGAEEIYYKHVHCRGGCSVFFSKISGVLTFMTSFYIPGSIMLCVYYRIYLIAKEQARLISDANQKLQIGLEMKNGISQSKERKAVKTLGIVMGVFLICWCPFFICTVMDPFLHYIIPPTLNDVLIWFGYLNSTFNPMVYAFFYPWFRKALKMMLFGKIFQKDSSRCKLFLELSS
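Test system: RD-HGA16 (CHO) cells co-expressing Gα16 and hTAAR1 | Doses: Single dose, 3 µM | Schedule: 17-24 h seeding, 75 min 37 °C dye, 30 min RT | Evaluation: % activation from peak over basal fluorescence ratio, DMSO-to-PEA scaled | Technique: Kinetic Fluo-8 calcium fluorescence | Benchmarks: Low control DMSO, high control PEA (EC100)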
TAAR1 antag – human TAAR1 antagonists, primary screen, Fluo-8 calcium fluorescence, CHO RD-HGA16 cells | antagonist | inhibition, % at 3 µM | 360,000 tested, 1.5% active | AID 624466, 2012;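 active = inhibition above a per-plate cutoff, the mean inhibition of test compounds on that plate plus 3 SD, cut at about 49% in these data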;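 also: 0% = DMSO plus EC80 beta-PEA response and 100% = DMSO alone without agonist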
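Test system: CHO RD-HGA16 cells bearing hTAAR1 | Reagent: β-PEA, EC80 | Compound dosing: 3 µM, single point | Schedule: Dye loading 75 min at 37 °C, then 30 min room temperature | Signal: Calcium fluorescence with Fluo-8 | Evaluation: Percent inhibition of PEA-evoked calcium signal, max/basal emission ratio | Control set: DMSO-only wells and EC80 β-PEA-stimulated wells | Repeats: Singlicate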
V1aR counter – agonists of human V1a receptor, primary screen, counter-screen for OXTR agonist project, fluorescence, CHO-V1R cells | AID 2797, 2010 | Vasopressin V1a receptor (Homo sapiens), P37288 | activation, % at 3 µM | 320,000 tested, 0.25% active | Fluo-8 calcium fluorescence, agonist mode; 0% DMSO, 100% 3 nM vasopressin;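 active = activation above the mean activation of all tested compounds plus 3 SD, per screening run, cut at about 20% in these data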;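 also: signal is peak over basal fluorescence ratio across a 100 second FLIPR read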
M1 antag – human M1 muscarinic receptor antagonists, primary screen, CHO-K1 cells, Fluo-8 calcium fluorescence, 1536-well; Muscarinic acetylcholine receptor M1 (Homo sapiens), P11229; CHO-K1 hM1, ACh EC80 antagonist; inhibition, % at 3 µM; 360,000 tested, 1.3% active; AID 588852, 2011;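 active = percent inhibition above its own plate's cutoff, namely the mean of that plate's compound wells plus 3 SD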;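 also: peak over basal fluorescence ratio during 140 s after agonist addition; 0% = ACh EC80 plus DMSO and 100% = DMSO alone without agonist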
OXTR ag – human OXTR agonists, primary screen, fluorescence, CHO-OTR cells, Fluo-8 calcium | Fluo-8 calcium fluorescence; normalized: DMSO 0%, oxytocin 100% | activation, % at 3 µM | 320,000 tested, 0.32% active;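 active = activation above the mean of all tested compounds plus 3 SD, cutoff set per screening run, cut at about 20% in these data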;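 also: peak over basal fluorescence ratio from a 100 s FLIPR kinetic read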
Numbers without * were called inactive; / = no result given.

SMILES | OXTR potentiator | CHRM1 agonist | CHO parental Ca | M1 PAM | TAAR1 agonist | TAAR1 antag | V1aR counter | M1 antag | OXTR ag
Cc1ccc(NC(=O)CN2C(=O)S/C(=C/c3ccc(-c4cccc(C(=O)O)c4)o3)C2=O)cc1 | / | -5 | / | 5 | 1 | -6 | / | -5 | /
CC(=O)Nc1ccc(NC(=O)CSc2nnc(COc3ccccc3C)n2CC2CCCO2)cc1 (configuration not stated) | -3 | -2 | -12 | 3 | 1 | -9 | -0.5 | -26 | -0.8
COC(=O)[C@]1(Cc2ccccc2)N[C@H](CN(C)C(=O)Nc2ccc(C)cc2)[C@@H]2C(=O)N(C)C(=O)[C@@H]21 | -2 | -3 | -13 | 12 | 0 | 6 | 1.2 | -13 | 0.6
Cc1noc(C)c1COC(=O)CCCc1nc2ccccc2s1 | -9 | -1 | -11 | 7 | 2 | -4 | 1.0 | -4 | 0.7
C=CCC1(C)C(=O)N(c2ccccc2)c2ccccc21 (configuration not stated) | -1 | -7 | -6 | 11 | 6 | 7 | -2.3 | -9 | -2.2
COc1ccc(/C(C)=N/NC(=O)c2cc(C)[nH]n2)c(OC)c1 | 0 | -3 | -14 | 15 | 9 | -1 | 0.4 | -13 | 0.3
c1ccc(OCc2nc3c4c(ncn3n2)-c2ccccc2CC42CCCC2)cc1 | 0 | -3 | -3 | 4 | 3 | -25 | 0.8 | -7 | -0.3
N=C1C(c2nc3ccccc3[nH]2)=C(O)CN1NC(=O)COc1cccc(F)c1 | -2 | / | 5 | / | / | / | -0.2 | / | 1.1
O=C(Nc1ccc(Cl)cc1)C(c1ccccc1)N(CCO)CCO (configuration not stated) | -1 | -5 | -3 | 7 | 2 | -2 | -1.2 | -7 | -1.7
Cn1cnc(S(=O)(=O)N2CCCCC2c2cc(C(=O)NCc3ccc(Cl)c(Cl)c3)no2)c1 (configuration not stated) | / | -4 | / | -9 | 12 | -17 | / | 16 | /
O=C(COc1ccccc1)Nc1ccccc1Cl | -6 | -9 | -2 | 8 | -1 | -30 | -0.7 | -2 | -1.6
COc1ccc(C)cc1NC(=O)c1c([N+](=O)[O-])cnn1C | -6 | -3 | 0 | 6 | -3 | -6 | 0.1 | -10 | -0.6
Cc1ccc(CNC(=O)c2cn(C)c(=O)c3c2c2ccccc2n3C)o1 | -12 | -3 | -22 | 1 | 2 | -5 | -1.5 | -2 | -2.4
CCOc1cccc(C(=O)NNC(=O)C2C3C=CC(C3)C2C(=O)O)c1 (configuration not stated) | -10 | -4 | -4 | 7 | -1 | -18 | -1.2 | -6 | -1.5
CCc1ccc(Nc2nnc(SCC(=O)Nc3cccc(S(=O)(=O)NC4=NCCCCC4)c3)s2)cc1 | -5 | -8 | -31 | -4 | 3 | 28 | -0.7 | 4 | -1.5
CCN(Cc1cc2ccccc2[nH]c1=O)S(=O)(=O)c1ccc(OC)cc1 | -4 | 1 | -22 | -1 | 6 | -18 | 9.0 | -2 | 1.5
CC(C)NC(=S)NN=C1CCC(c2ccccc2)CC1 (configuration not stated) | -21 | -10 | 6 | -8 | 3 | -1 | -0.4 | -4 | -2.0
CCCSC1C(C)=C(C)C(=O)N1Cc1ccccc1 (configuration not stated) | -8 | -9 | 1 | 3 | 2 | -25 | -0.4 | -8 | -1.8
CCc1ccccc1NC(=S)N(CCN(C)C)C(C)c1cccnc1 (configuration not stated) | -6 | 0 | 11 | 8 | 0 | -16 | 0.0 | -10 | -0.1
O=C(COC(=O)CCc1c[nH]c2ccccc12)Nc1ccccc1 | / | 0 | / | 0 | 3 | 10 | / | 4 | /
CC(OC(=O)c1ccc(Cl)nc1)C(=O)Nc1ccc2c(c1)OCO2 (configuration not stated) | 2 | -5 | -18 | -2 | 1 | -13 | -0.5 | 5 | -0.1
O=C(Nc1cccc(S(=O)(=O)NC2=NCCCCC2)c1)c1ccc(Cl)cc1 | / | 2 | / | 0 | 9 | -9 | / | -6 | /
CC(=O)c1cccc(N2C(=O)Nc3ccccc3N2O)c1 | 0 | -5 | 2 | 12 | 5 | -16 | 0.3 | 0 | 0.6
COCc1cc(C)nc(N)c1C#N | -2 | -4 | -1 | 4 | 5 | 2 | 1.0 | 11 | 1.6
Cc1ccccc1/C(N)=N/OC(=O)c1ccc(F)cc1 | -6 | -7 | -5 | -5 | 7 | -26 | -0.5 | 7 | -0.9

Look-ups from the results shown:
`COc1ccc(C)cc1NC(=O)c1c([N+](=O)[O-])cnn1C` in OXTR ag: -0.6
`Cc1noc(C)c1COC(=O)CCCc1nc2ccccc2s1` in CHRM1 agonist: -1
`COC(=O)[C@]1(Cc2ccccc2)N[C@H](CN(C)C(=O)Nc2ccc(C)cc2)[C@@H]2C(=O)N(C)C(=O)[C@@H]21` in OXTR ag: 0.6
`CC(C)NC(=S)NN=C1CCC(c2ccccc2)CC1` (configuration not stated) in M1 antag: -4
`O=C(COC(=O)CCc1c[nH]c2ccccc12)Nc1ccccc1` in TAAR1 antag: 10

Entries from the list above that have an NH in an aromatic ring (four):
SMILES | OXTR potentiator | CHRM1 agonist | CHO parental Ca | M1 PAM | TAAR1 agonist | TAAR1 antag | V1aR counter | M1 antag | OXTR ag
COc1ccc(/C(C)=N/NC(=O)c2cc(C)[nH]n2)c(OC)c1 | 0 | -3 | -14 | 15 | 9 | -1 | 0.4 | -13 | 0.3
N=C1C(c2nc3ccccc3[nH]2)=C(O)CN1NC(=O)COc1cccc(F)c1 | -2 | / | 5 | / | / | / | -0.2 | / | 1.1
CCN(Cc1cc2ccccc2[nH]c1=O)S(=O)(=O)c1ccc(OC)cc1 | -4 | 1 | -22 | -1 | 6 | -18 | 9.0 | -2 | 1.5
O=C(COC(=O)CCc1c[nH]c2ccccc12)Nc1ccccc1 | / | 0 | / | 0 | 3 | 10 | / | 4 | /

(continued)
SMILES | OXTR potentiator | CHRM1 agonist | CHO parental Ca | M1 PAM | TAAR1 agonist | TAAR1 antag | V1aR counter | M1 antag | OXTR ag
O=S(=O)(Nc1cccnc1)c1cccs1 | -20 | 0 | -8 | 3 | 10 | 2 | 0.6 | -5 | 0.2
O=C(CSc1nnc(-c2cc3ccccc3cc2O)n1Cc1ccco1)c1ccc(F)cc1 | -6 | -1 | -9 | -1 | 8 | 35 | 0.8 | 10 | 0.2
COc1ccc(NS(=O)(=O)c2cccs2)c(OC)c1 | -13 | -4 | -4 | 0 | 4 | -10 | 0.2 | 6 | -0.5
CCC(=O)N1CCN(c2ccc(NC(=S)NC(=O)COc3ccccc3)cc2)CC1 | -8 | 2 | 21 | -16 | 6 | 11 | 9.4 | 30* | 11
COc1ccc([N+](=O)[O-])cc1NC(=O)C1CCCO1 (configuration not stated) | -2 | -2 | 3 | -6 | 4 | -28 | -0.3 | 5 | -1.5
CC(=O)c1ccc(NC(=O)C2(S(=O)(=O)c3ccccc3)CC2)cc1 | -6 | -6 | -13 | -4 | 13 | 0 | -0.2 | -10 | 0.2
O=C(NCc1cccc(C(F)(F)F)c1)c1cccc(S(=O)(=O)NCc2ccccc2)c1 | -15 | -5 | -20 | 1 | 6 | -22 | 4.8 | -3 | 3.5
O=C(c1ccccc1)c1ccc(NCCCn2ccnc2)c([N+](=O)[O-])c1 | -14 | -9 | -21 | -16 | 1 | 3 | 10 | 18 | 9.6
O=S(=O)(c1ccc(NC(=S)N2CCN(c3ccccc3F)CC2)cc1)N1CCOCC1 | -28 | -4 | -3 | -4 | 7 | 5 | 11 | 7 | 13
COC(=O)C1=C(N)c2c(F)cccc2C1(C#N)c1ccc(F)cc1 (configuration not stated) | -17 | -5 | -18 | 8 | -4 | 16 | -0.8 | -1 | -2.4
CCOC(=O)C1(C)CCN1C(=O)c1ccc(C#N)cc1 (configuration not stated) | / | -2 | / | 15 | 0 | -2 | / | -20 | /
COc1ccc(/C=C/C(=O)NCCN2CCOCC2)cc1OC | -5 | -2 | -8 | 1 | 18 | -12 | 0.3 | -1 | 0.1
CC1CN(C(=O)COC(=O)c2cccs2)CC(C)O1 (configuration not stated) | -9 | -1 | -7 | 4 | 5 | -8 | 0.3 | 1 | 0.2
CCOC(=O)N1C=CC=C[C@@H]2[C@@H](N3C(=O)c4ccccc4C3=O)C(=O)N21 | -3 | -1 | 6 | 10 | 0 | 0 | 0.1 | -9 | 0.7
CN(C)c1ccc(C=NNc2nc3c([nH]2)c(=O)n(C)c(=O)n3C)cc1 | / | -2 | / | -13 | 6 | -2 | / | 24* | /
CCc1cc(C(c2ccccn2)N2CCN(C)CC2)c(NC(=O)c2ccccc2)s1 (configuration not stated) | -4 | -2 | -22 | 12 | 5 | -28 | -0.7 | -3 | -1.1
CCN(CC)C(=O)CSc1n[nH]c(=O)n1CCc1ccccc1 | -8 | -8 | -2 | -9 | 5 | -20 | 0.7 | 11 | 1.2
CCOC(=O)Cc1csc(NC(=O)CCS(=O)(=O)Cc2ccccc2)n1 | -1 | 7 | -7 | 19 | 5 | 1 | 2.4 | -32 | 2.3
O=S(N1CCCCCC1)C12CC3CC(CC(C3)C1)C2 (configuration not stated) | -4 | 0 | -7 | 9 | 27 | -8 | -0.6 | -13 | 1.5
O=C(COC(=O)c1cc[n+]([O-])cc1)Nc1cccc(F)c1 | -7 | -3 | 5 | 4 | 0 | 2 | 1.6 | -7 | 2.0
O=C(O)c1ccc(CSc2ccccn2)cc1 | 1 | -4 | -18 | -11 | 3 | 10 | 1.6 | 11 | 0.7

Records listed so far marked active in M1 antag:
Structure	OXTR potentiator	CHRM1 agonist	M1 PAM	TAAR1 antag	M1 antag
CCC(=O)N1CCN(c2ccc(NC(=S)NC(=O)COc3ccccc3)cc2)CC1	-8	2	-16	11	30*
CN(C)c1ccc(C=NNc2nc3c([nH]2)c(=O)n(C)c(=O)n3C)cc1	/	-2	-13	-2	24*

Screens (PubChem BioAssay)
